# From PubChem BioAssay
# TEAD-YAP block: TEAD-YAP interaction inhibition, primary screen, TEAD-YAP interaction inhibitor project, luminescence, HEK-TIYL cells | TEAD-Gal4/YAP UAS-luciferase luminescence | inhibition, % at 9.12 µM | 640,000 tested, 1.4% active | AID 1259422, 2018; in the data active = inhibition above about 32%;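 note: 0% = median of test compound wells and 100% = reference inhibitor wells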
# FBW7 act: FBW7 E3 ligase activators, primary screen, biochemical, AlphaScreen, human; AID 1259310, 2017; F-box/WD repeat-containing protein 7 (Homo sapiens), Q969H0; normalized activity (activation), % at 26.1 µM; 650,000 tested, 0.13% active; AlphaScreen FBW7–phospho-cyclin E peptide binding, activator screen; in the data active = normalized activity above about 1.9%;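 note: purified mutant Fbw7 with reduced substrate affinity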
# GPR151 ag: activators of human GPR151, primary screen, cell-based, PathHunter beta-arrestin, luminescence. G-protein coupled receptor 151 (Homo sapiens), Q8TDV0. PathHunter beta-arrestin GPR151 cells. activation, % at 11.2 µM. 650,000 tested, 1% active; in the data active = activation above about 4.9%;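 note: 0% = median of compound wells and 100% = cells with positive control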
# Target sequence (Q8TDV0 whole entry, looked up): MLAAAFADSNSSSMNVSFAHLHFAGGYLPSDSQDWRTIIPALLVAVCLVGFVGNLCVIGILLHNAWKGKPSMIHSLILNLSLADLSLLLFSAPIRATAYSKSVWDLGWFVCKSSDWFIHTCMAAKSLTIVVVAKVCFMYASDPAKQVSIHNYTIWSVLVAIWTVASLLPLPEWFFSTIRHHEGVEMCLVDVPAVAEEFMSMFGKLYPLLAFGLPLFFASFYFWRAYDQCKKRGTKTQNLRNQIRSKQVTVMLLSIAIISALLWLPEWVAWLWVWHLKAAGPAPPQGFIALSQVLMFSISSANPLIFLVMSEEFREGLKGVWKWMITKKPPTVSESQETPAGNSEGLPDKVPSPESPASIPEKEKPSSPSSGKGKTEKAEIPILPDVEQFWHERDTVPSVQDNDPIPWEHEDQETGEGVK
# MITF inh: MITF inhibitors, primary screen, biochemical, AlphaScreen, human; Microphthalmia-associated transcription factor (Homo sapiens), O75030; AlphaScreen MITF homodimerization, bead proximity signal; inhibition, % at 2.6 µM; 650,000 tested, 0.91% active; in the data active = inhibition above about 50%;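 note: 0% = vehicle wells with protein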
# Target sequence (O75030 whole entry, looked up): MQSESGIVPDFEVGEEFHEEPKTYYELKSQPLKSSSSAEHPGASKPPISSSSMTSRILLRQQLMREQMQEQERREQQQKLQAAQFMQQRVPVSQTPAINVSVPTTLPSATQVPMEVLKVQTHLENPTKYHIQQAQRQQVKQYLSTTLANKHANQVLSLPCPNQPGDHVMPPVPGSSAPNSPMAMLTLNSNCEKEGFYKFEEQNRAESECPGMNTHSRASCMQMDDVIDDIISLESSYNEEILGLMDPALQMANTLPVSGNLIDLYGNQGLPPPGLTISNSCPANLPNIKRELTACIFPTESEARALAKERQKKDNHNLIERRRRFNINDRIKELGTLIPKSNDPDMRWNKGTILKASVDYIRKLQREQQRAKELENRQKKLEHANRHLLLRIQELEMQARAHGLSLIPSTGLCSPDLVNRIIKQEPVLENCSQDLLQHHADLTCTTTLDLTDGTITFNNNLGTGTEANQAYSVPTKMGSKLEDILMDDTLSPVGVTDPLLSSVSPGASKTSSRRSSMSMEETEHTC
# The depositor's hits bear a star. Hits appear at their usual frequency. About 3.5% of those tested had a hit in this group.
SMILES,TEAD-YAP block,FBW7 act,GPR151 ag,MITF inh
CCc1[nH]nc2c1C(c1ccc(F)cc1F)C(C#N)=C(N)O2 (stereo unspecified),-4.8,-0.2,0.7,-0.1
Cc1ccnc(NS(=O)(=O)c2ccc(NC(=O)c3cccc4ccccc34)cc2)n1,7.9,-0.1,0.5,-12.8
COc1ccc(CNC(=O)CCC2(Cc3ccc(F)cc3)CCC(=O)N2)c(OC)c1 (stereo unspecified),-27.4,0.2,-0.3,9.5
CCC(C)(C)n1nnnc1CN(Cc1ccc(Cl)cc1)CC1CCCO1 (stereo unspecified),6.4,0.0,-0.2,12.4
Cc1c(Cl)cccc1-c1ccc(/C=C2\Sc3ccccc3C2=O)o1,1.4,0.2,-1.1,11.9
CCOC(=O)c1cc2c(=O)n3cc(C)ccc3nc2n(CC)c1=N,6.0,0.3,0.1,14.2
CCc1csc2ncc(C(=O)NCCO)c(=O)n12,1.8,0.3,0.6,17.2
CC(C)n1cc(C(=O)c2cc(Br)ccc2O)cc(C#N)c1=O,-1.1,0.3,-1.8,-2.4
COc1ccc(C2(CNC(=O)Cc3ccc(F)cc3)CCCC2)cc1,0.4,0.0,0.3,-5.9
CN(C)c1nc(OCCOC(=O)c2ccccc2)nc(N(C)C)n1,4.7,0.2,1.7,-5.0
COc1ccccc1NC(=O)c1nn(-c2ccccc2OC)c(=O)c2ccccc12,-4.2,0.0,2.3,11.7
COCCNC(=S)NNC(=O)Cc1ccccc1[N+](=O)[O-],6.8,0.4,-0.1,-13.7
CC1(C)CC(NS(=O)(=O)c2ccc3oc(=O)ccc3c2)CC(C)(C)N1,-13.3,-0.1,-0.1,2.1
COC(=O)c1cc(-c2cccnc2)no1,0.4,0.9,0.8,-0.3
COC(=O)c1ccc(N=NN2CCOCC2)cc1,-59.8,0.3,-0.9,-2.9
CCN(CC)c1nc(NCCOc2ccccc2)nc(Nc2nc3ccccc3n2C)n1,1.9,0.0,0.1,7.8
Cc1cc(I)ccc1S(=O)(=O)NCc1ccccc1,3.4,0.0,-0.2,-3.2
Cc1cccc(Cc2nnc(CCC(=O)N3CCCC3c3nc4ccccc4s3)o2)c1 (stereo unspecified),0.0,-0.1,0.6,-3.0
O=C(NCCO)C(=O)NC(c1ccccc1)c1ccccc1,0.3,0.0,0.2,-13.2
CCN(CC)c1ccc(/C=C(\C#N)C(=O)Nc2ccccn2)cc1,-19.7,0.0,1.1,-12.8
CN(C)c1nc(C=O)c(Cl)n1-c1ccc(F)cc1,19.1,0.7,3.5,3.4
Oc1ccc(N2CCN(CC(O)COCc3ccccc3Cl)CC2)cc1 (stereo unspecified),-3.1,-0.2,-0.3,56.0*
COc1ccc(NC(=O)/C(C#N)=C/c2ccc(Br)s2)cc1,5.8,0.1,-1.0,14.7
Cc1cc(N/N=C/c2ccc(O)c(O)c2)c2ccccc2n1,-3.7,-0.4,0.8,1.5
CC(Nc1ncnc2nc[nH]c12)c1ccccc1 (stereo unspecified),0.9,0.0,0.1,10.3
CC1=CC(C2CC(=O)N(Cc3ccccc3Cl)C2=O)CC2C(=O)N(Cc3ccccc3Cl)C(=O)C12 (stereo unspecified),1.4,0.0,0.1,2.6
O=C(N/N=C\c1cccc([N+](=O)[O-])c1)c1cccc2cc[nH]c12,-3.9,0.6,0.2,15.1
CCCCCC(=O)N1c2ccccc2NC2=C(C(=O)CC(c3ccc(Cl)c(Cl)c3)C2)C1c1ccc(C)cc1 (stereo unspecified),-1.7,-0.1,1.8,-0.2
COCC(=O)N(Cc1ccco1)Cc1cc2cc(C)ccc2n2nnnc12,-2.5,0.7,-0.4,17.5
CCC(C)NC(=O)Cn1nc(C)n2c(cc3occc32)c1=O (stereo unspecified),-2.3,0.0,-0.4,-3.2
Cc1ccc(S(=O)(=O)Nc2ccc(C(=O)N3CCCC3)cc2)cc1,-1.8,-0.2,-1.5,-1.8
CCOc1ccccc1NC(=O)CC1SC(N)=NC1=O (stereo unspecified),-0.1,0.2,-0.3,-6.4
O=C1C2C3C=CC(CNS(=O)(=O)c4ccc([N+](=O)[O-])cc4)(O3)C2C(=O)N1Cc1ccccc1 (stereo unspecified),4.4,0.1,0.8,4.3
CCCN1CCC(N2C[C@@H](NCc3ccc(C(C)C)cc3)C[C@H]2C(=O)NC(C)C)CC1,-4.8,-0.1,0.9,-13.4
CCOC(=O)C1=C(N)N(c2cccc([N+](=O)[O-])c2)C2=C(C(=O)CC(C)(C)C2)C1c1cc(Br)cs1 (stereo unspecified),-3.1,0.0,0.4,8.6
CC(NC(=O)C(C)N1C(=O)c2cccc([N+](=O)[O-])c2C1=O)c1ccccc1 (stereo unspecified),-1.0,-0.1,0.2,-5.4
CC1CN(C(=O)CSc2nnc(-c3cccs3)n2N)CC(C)O1 (stereo unspecified),2.8,0.1,-0.7,13.2
NS(=O)(=O)c1ccc(N/N=C2/CC(c3ccccc3)Oc3ccccc32)c([N+](=O)[O-])c1 (stereo unspecified),-4.1,0.1,0.6,14.8
COCCNCCOCCOc1ccccc1,2.8,-0.1,0.6,26.0
CC(=O)Nc1nc2ccc(NC(=O)c3c([N+](=O)[O-])cnn3C)cc2s1,53.0*,0.1,-0.6,7.0
CC(C)c1ccc(NC(=O)CSc2nc3ccccc3c(=O)n2-c2ccccc2)cc1,10.5,-0.1,1.3,4.4
O=S(=O)(c1ccc(Cl)cc1)N1CCN(Cc2ccc(Cl)cc2)CC1,0.0,-0.1,1.2,-1.0
CSc1cccc(NC(=O)C2C3C=CC4(O3)C2C(=O)N(CC2CCCO2)C4C(=O)NC2CCCCC2)c1 (stereo unspecified),-0.2,0.0,-1.2,-11.4
O=C(/C=C/c1cccs1)OC1CCCCC1=O (stereo unspecified),-10.3,0.0,-1.0,-2.4
OCCC1CN(Cc2cccn2-c2ccccn2)CCN1Cc1ccsc1 (stereo unspecified),-0.8,0.1,-1.0,8.1
CCn1c(SCC(=O)NCc2ccco2)nc2cccnc21,-4.4,0.2,0.8,19.2
CCc1ccc(N(CC(=O)N2CCC(C(N)=O)CC2)S(C)(=O)=O)cc1,4.0,0.3,-0.2,6.6
Cc1ccccc1Nc1c(C)c(C)nc2ncnn12,-2.3,0.0,-0.4,-5.9
O=C(O)c1cc(N2C(=O)CCC2=O)ccc1N1CCOCC1,0.1,0.5,-0.9,1.0
CC1(C)CC(=O)C(C(C2=C(O)CC(C)(C)CC2=O)c2cccc(O)c2O)C(=O)C1 (stereo unspecified),-12.1,0.0,-0.6,-20.9
# More compounds:
SMILES,TEAD-YAP block,FBW7 act,GPR151 ag,MITF inh
COCCNC(=O)c1c(NC(=O)c2ccc(OC)cc2)sc2c1CCCC2,-1.8,0.1,-0.3,-17.0
CCOc1ccc(CN2CCN(C3CCCCC3)CC2CCO)cc1 (stereo unspecified),2.9,0.0,-0.1,-16.5
CN(C)CCOc1cc(-c2cn[nH]c2)c(F)cc1NC(=O)[C@H](N)c1ccc(F)cc1,-10.9,-0.2,0.9,-5.1
CC1=C(C(=O)OC(C)C)C(c2cccc(Br)c2)NC(=O)N1 (stereo unspecified),-9.0,-0.1,1.6,13.3
CN1C(=O)CC(CC(=O)N2CCC[C@H]2CO)(c2ccccc2Cl)C1=O (stereo partly specified),-9.0,0.1,0.0,-0.9
CC1=C(C(=O)Nc2ccc(F)cc2)C(c2ccc(Cl)cc2Cl)NC(=O)N1 (stereo unspecified),-2.5,-0.1,0.3,-2.9
Cc1sc(NC(=O)c2ccc(F)c(F)c2)c(C#N)c1C,-4.2,0.1,0.4,-16.6
c1ccc2c(c1)nnn2C[C@H]1CCCN1,-7.8,0.1,-1.2,-13.4
COc1cc2nc(-c3cccc(C)c3)nc(NCC3CCCO3)c2cc1OC (stereo unspecified),-4.8,-0.2,-1.1,-3.7
CC#C[C@]1(O)CC[C@H]2[C@@H]3CCC4=CC(=O)CCC4=C3[C@@H](c3ccc(N(C)C)cc3)CC21C (stereo partly specified),-1.5,0.1,1.3,8.3

# Molecules above with a cyano group:
SMILES,TEAD-YAP block,FBW7 act,GPR151 ag,MITF inh
CCc1[nH]nc2c1C(c1ccc(F)cc1F)C(C#N)=C(N)O2 (stereo unspecified),-4.8,-0.2,0.7,-0.1
CC(C)n1cc(C(=O)c2cc(Br)ccc2O)cc(C#N)c1=O,-1.1,0.3,-1.8,-2.4
CCN(CC)c1ccc(/C=C(\C#N)C(=O)Nc2ccccn2)cc1,-19.7,0.0,1.1,-12.8
COc1ccc(NC(=O)/C(C#N)=C/c2ccc(Br)s2)cc1,5.8,0.1,-1.0,14.7
Cc1sc(NC(=O)c2ccc(F)c(F)c2)c(C#N)c1C,-4.2,0.1,0.4,-16.6

# (continued)
SMILES,TEAD-YAP block,FBW7 act,GPR151 ag,MITF inh
Cc1ccc(NC(=O)CSc2ncc(-c3ccc(F)cc3)o2)cc1,-4.6,-0.3,-2.3,-2.6
COc1ccc(-c2ccc(SCC(=O)O)nn2)cc1,-12.6,-0.1,-0.7,0.9
COCCN1C(=O)CS/C1=C(/C#N)C(=O)NCCc1ccccc1,3.0,0.1,1.9,3.4
O=C1CCCN1CP(=O)(O)CN1CCCCC1,3.6,0.8,-0.4,5.5
CC1(C)CC2(CC(C)(C)N1)NC(=O)NC2=O,-0.7,0.0,1.3,-4.1
N#C/C(=C\c1cc(C(=O)CCl)c[nH]1)C(=O)c1ccccc1,-7.6,0.0,1.9,-5.4
Cc1cc([N+](=O)[O-])nn1CC(=O)Nc1sc2c(c1C#N)CCC(C(C)(C)C)C2 (stereo unspecified),-7.5,-0.1,0.1,-3.4
Cc1cccc(C2=N/C(=C\c3ccc(C(C)(C)C)cc3)C(=O)O2)c1,9.1,0.1,-0.7,3.2
O=[N+]([O-])c1cccc(COc2ccc(Br)cc2CO)c1,-20.2,0.0,0.8,7.2
COc1ccc(NC(=O)COc2cccc(Cl)c2)cc1OC,-6.2,-0.1,2.3,-2.4

# Rewritten with each value named: part of the list above.
COc1ccc(-c2ccc(SCC(=O)O)nn2)cc1
  TEAD-YAP block: -12.6
  FBW7 act: -0.1
  GPR151 ag: -0.7
  MITF inh: 0.9
COCCN1C(=O)CS/C1=C(/C#N)C(=O)NCCc1ccccc1
  TEAD-YAP block: 3.0
  FBW7 act: 0.1
  GPR151 ag: 1.9
  MITF inh: 3.4

# More records:
SMILES,TEAD-YAP block,FBW7 act,GPR151 ag,MITF inh
COc1cc(CN2CCN(CC(C)C)C(CCO)C2)cc(OC)c1O (stereo unspecified),10.9,0.0,0.9,7.5
O=C(Nc1ccc(Cl)cc1)C1C(c2ccccc2)=C1c1ccccc1,-4.5,-0.2,-0.2,-30.4
CC(=O)N1CCc2c(sc3c2c(=O)n(-c2ccccc2)c(=O)n3CC(N)=O)C1,-8.0,0.0,0.8,12.9
CCC(C)NC(=O)CSc1nnc(-c2cccnc2)n1-c1ccc(OC)cc1 (stereo unspecified),0.0,0.0,-0.2,3.8
O=C(CCl)NC(c1ccccc1)c1ccc(Cl)cc1 (stereo unspecified),16.3,0.0,3.1,8.5
COc1cc(Nc2ncnc3c2nc(N2CCOCC2)n3C(C)C)cc(OC)c1OC,-10.3,0.1,1.1,54.5*
Cc1cc(Br)cc(Cl)c1OCC(=O)O,4.4,0.0,1.4,6.4
Cc1ccccc1CSc1nc(=O)[nH]c2c1CCC2,-0.2,0.2,-0.8,10.3
O=C(CN1C(=O)NC(Cc2c[nH]c3ccccc23)C1=O)Nc1ccc(F)c(Cl)c1 (stereo unspecified),6.0,0.0,-0.4,1.2
CC1(C)C2CC=C(COCC(O)CN3CCN(Cc4ccc5c(c4)OCO5)CC3)C1C2 (stereo unspecified),4.4,-0.3,3.1,70.5*
CCCCNc1nc2c(c(=O)n(C)c(=O)n2C)n1Cc1ccc(Br)cc1,-0.3,0.0,0.5,2.8
COc1cc(C(=O)N2c3ccccc3NC3=C(C(=O)CC(c4ccc(Cl)cc4)C3)C2c2ccc(F)cc2)cc(OC)c1OC (stereo unspecified),1.8,-0.2,2.2,5.4
Cc1nc(NCCCn2ccnc2)cc(-c2cccc(C(F)(F)F)c2)n1,-43.6,-0.7,-1.0,60.7*
Cc1ccc(-c2csc3ncn(Cc4ccncc4)c(=O)c23)cc1,-10.8,-0.3,1.4,5.2
c1cncc(CN2CCC(n3cnc4cccnc43)CC2)c1,-16.1,0.1,-1.2,6.7
OCc1cc(Cl)c2c(c1)OCCCO2,-6.6,0.0,0.2,0.4
CC1=C(C(=O)Nc2ccc(Cl)cc2)C(c2cccc(F)c2)n2nc(CCCO)nc2N1 (stereo unspecified),5.3,0.0,1.2,-8.5
COc1ccc(Nc2c(-c3ccccc3)c(=O)c2=O)cc1,60.1*,0.0,1.2,-2.4
Cc1cc(OCC(=O)NNC(=O)COc2ccc(Cl)cc2)ccc1Br,1.9,0.7,-0.9,1.7
CC1CCCC(C)N1C(=O)Cn1nnc(-c2ccncc2)n1 (stereo unspecified),4.2,0.0,0.5,6.9
CCCCNC(=O)c1cc2c(=O)n(C)c3ccccc3c2s1,3.0,0.0,0.2,-5.1
c1ccc(COc2ccc(Nc3ncnc4sc5c(c34)CCCC5)cc2)cc1,-1.8,0.1,-0.9,-4.8
CN(C)CCNC(=S)NC(=O)C12CCC3CC(CC(C3)C1)C2,3.2,-0.2,-0.3,13.7
COc1ccc(-n2c(=S)[nH]c3cc(C(=O)N4CCc5ccccc5C4)ccc3c2=O)cc1,-8.0,0.0,-1.1,-5.0
COc1ccc(CC(=O)NNc2nc3ccccc3s2)cc1OC,-14.9,0.0,1.6,-2.5
